High-throughput results as filed in PubChem BioAssay.
IDE cell inh: cellular human IDE inhibition; P14735; HEK cells, FAbetaB cleavage, fluorescence polarization; inhibition, % at 5.59 µM; 320,000 compounds, 0.41% hits; AID 434962;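 active means percent inhibition above the average of all tested compounds plus 3 SD, set per screening campaign, cut at about 16% in these data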;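 further: IDE supplied by intact live HEK cells; FP after avidin binding of uncleaved biotin substrate so inhibition keeps polarization high; 0% = DMSO wells and 100% = 60 µM reference IDE inhibitor Ii1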
M18AAP inhibitor: PfM18AAP enzyme inhibition; recombinant PfM18AAP, H-Glu-NHMec fluorogenic cleavage; inhibition, % at 7.35 µM; 290,000 compounds, 1.2% hits; AID 1822;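 active means inhibition above the campaign mean inhibition over all tested compounds plus 3 SD, cut at about 28% in these data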;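 further: 0% = plate median of test compound wells and 100% = 2 mM ZnCl2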
pCIP destab: p/CIP protein destabilization; Q05BA5; F442A p/CIP-EGFP cells, EGFP fluorescence, 16 h; decrease of EGFP signal, % at 10 µM; 290,000 compounds, 0.01% hits; AID 1984;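 active means EGFP signal decrease of at least 30% at 10 µM or well 3 SD below plate mean, unless failing retest; inactive means the rest, including hits failing retest or dose response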; further: some compounds called inactive have numbers as strong as hits; many of its hits are not listed in these tables
IMP-1 inh: blocks Pseudomonas aeruginosa IMP-1 metallo-beta-lactamase | inhibition, % at 5.6 µM | 290,000 compounds, 0.45% hits | purified IMP-1, nitrocefin hydrolysis, epi-absorbance fluorescence | AID 1556;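 active means inhibition above the mean plus 3 SD of all compounds in the same screening run, cut at about 4.5% in these data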;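 further: 0% = IMP-1 with DMSO and 100% = DMSO wells lacking enzyme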
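Assay system: purified recombinant IMP-1 beta-lactamase. Input: IMP-1 0.2 nM before substrate addition. Buffer or medium: Zinc- and detergent-supplemented HEPES buffer, pH 7.1. Schedule: 25 °C, 15 min preincubation, 25 min reaction. Signal: Epi-absorbance fluorescence, 480 nm excitation, 530 nm emission. Evaluation: percent inhibition from optical density relative to buffer-blank wells.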
IDE cell activ: activators of human insulin-degrading enzyme in cells; P14735; HEK cells, FAbeta-B cleavage, fluorescence polarization; 0% vehicle, 100% cell-free pure enzyme wells; activation, % at 5.96 µM; 340,000 compounds, 0.073% hits; AID 493087;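 active means activation above the mean of all tested compounds plus 3 SD, set per screening campaign, cut at about 17% in these data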
PHOSPHO1 block: blocks human PHOSPHO1 phosphatase activity | inhibition, % at 13.3 µM | Q8TCT1 | recombinant PHOSPHO1, absorbance phosphatase assay | AID 1565 | 290,000 compounds, 1.1% hits; in the data active means inhibition above about 60%
Target sequence (Q8TCT1 whole entry, looked up): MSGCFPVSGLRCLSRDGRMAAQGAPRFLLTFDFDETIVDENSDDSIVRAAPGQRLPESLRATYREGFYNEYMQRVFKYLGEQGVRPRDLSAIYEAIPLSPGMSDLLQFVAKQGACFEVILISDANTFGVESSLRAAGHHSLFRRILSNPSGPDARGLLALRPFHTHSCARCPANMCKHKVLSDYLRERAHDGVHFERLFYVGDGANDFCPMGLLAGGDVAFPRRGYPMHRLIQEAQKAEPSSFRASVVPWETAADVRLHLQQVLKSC
VIM-2 inh: blocks Pseudomonas aeruginosa VIM-2 metallo-beta-lactamase; inhibition, % at 5.6 µM; AID 1527; purified VIM-2, nitrocefin hydrolysis, epi-absorbance fluorescence; 290,000 compounds, 0.89% hits;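 active means inhibition above the mean of all tested compounds plus 3 SD, cutoff set per screening run, cut at about 7.5% in these data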;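 further: red hydrolysis product quenches plate fluorescence so inhibitors raise well fluorescence; 0% = enzyme with DMSO and 100% = DMSO without enzyme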
NALP1 yeast inh: NALP1 inhibition. 280,000 compounds, 0.61% hits. AID 2071. S. cerevisiae NALP1/ASC/caspase-1 growth, X-gal OD620, 72 h. inhibition, % at 10 µM; in the data active means inhibition mostly above about 24%, no sharp cut-off; inactive means mostly below about 32%; further: some compounds called inactive have numbers as strong as hits
GPR7 antagonist: blocks human GPR7 receptor signaling | P48145 | GPR7-expressing cells, fluorescence antagonist assay | inhibition, % at 4.4 µM | 290,000 compounds, 1.1% hits | AID 1861; in the data active means inhibition above about 16%, passing the limit was not always enough;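 further: cells stimulated with the agonist NPW; 0% = agonist with vehicle and 100% = vehicle without agonist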
Target sequence (P48145 whole entry, looked up): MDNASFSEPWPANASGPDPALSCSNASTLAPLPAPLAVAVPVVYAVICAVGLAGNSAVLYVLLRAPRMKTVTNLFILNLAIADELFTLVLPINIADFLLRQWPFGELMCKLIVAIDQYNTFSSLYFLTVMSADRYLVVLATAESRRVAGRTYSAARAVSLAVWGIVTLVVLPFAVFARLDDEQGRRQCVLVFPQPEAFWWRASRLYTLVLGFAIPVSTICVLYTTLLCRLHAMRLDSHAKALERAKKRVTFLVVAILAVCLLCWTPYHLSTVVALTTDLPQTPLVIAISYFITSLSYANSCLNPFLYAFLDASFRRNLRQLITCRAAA
* = called active by the depositor; . = no result given.

SMILES	IDE cell inh	M18AAP inhibitor	pCIP destab	IMP-1 inh	IDE cell activ	PHOSPHO1 block	VIM-2 inh	NALP1 yeast inh	GPR7 antagonist
Cc1ccc(NS(=O)(=O)c2c(C)[nH]c(=O)[nH]c2=O)cc1C	-5	-5	-1	-0.4	4	0	-4.9	8	-3
Cc1ccc(C(=O)N/N=C\c2ccccc2[N+](=O)[O-])cn1	.	-1	11	-2.3	1	-5	-3.8	6	-26
CC(=O)Nc1ccc(S(=O)(=O)N(Cc2ccccc2)c2ccccc2)cc1	3	-3	-9	-1.6	-1	38	0.3	-6	-5
C[C@@H](CN1C2=NC[C@H](Cc3ccc(O)cc3)N2C[C@H]1Cc1ccc(O)cc1)NC(=O)CCC1CCCCC1	-7	2	19	-1.8	3	-37	-3.0	6	-5
CCN(CCO)C(=O)c1ccc2nc(Cc3ccc(OC)cc3)oc2c1	2	0	.	-4.1	6	.	-2.6	.	-1
COC(=O)C(Cc1cnc[nH]1)NC(=O)C1CCC(=O)N1 (configuration not stated)	-4	3	-11	-0.6	2	-7	-3.0	12	-10
Cc1onc(-c2ccccc2)c1C(=O)N1CCN(C/C=C/c2ccccc2)CC1	2	-3	4	-0.9	-4	3	-3.5	8	-5
CCOC(=O)C1(Cc2ccc(OC)cc2)CCN(C(=O)Cc2cccnc2)CC1	0	-4	-11	-2.3	3	37	-3.5	6	3
COc1ccc(/C=C(/NC(=O)c2ccc(C)cc2)C(=O)NCc2ccncc2)cc1	8	7	-6	-1.9	-1	70*	-1.8	-3	-5
O=S(=O)(c1ccc(OCC(O)CN2CCc3ccccc3C2)cc1)N1CCOCC1 (configuration not stated)	-6	-1	2	-1.7	7	20	-0.1	5	-6
CCOC(=O)c1oc2ccccc2c1NC(=O)c1cccc(OC)c1OC	2	1	11	-1.5	-2	-4	-1.1	.	-16
Cc1ccc(-c2cnc(N)n2C)cc1C	0	1	-11	-0.9	2	-6	-3.2	24	-6
CCOC(=O)NC(=O)COC(=O)CCCSc1nc2ccccc2s1	5	-1	9	-0.8	-2	2	-0.8	3	3
O=c1cc(-c2cccc(Cl)c2)oc2cccc(O)c12	0	.	0	.	4	-23	.	-33	.
CCOc1ccc(S(=O)(=O)N2CCCC(C(=O)Nc3cccc(C)c3)C2)cc1 (configuration not stated)	-3	2	-13	-2.2	5	18	-3.9	5	-2
CCc1ccc2[nH]cc(C(=O)OCCOC)c(=O)c2c1	6	-11	-15	-2.3	2	14	-3.0	1	4
CCOC(=O)N1CCN(C(=S)NC(=O)c2ccc(Br)cc2)CC1	6	10	-8	-3.2	2	-59	-0.6	-1	-9
O=C(/C=C/c1ccc(Cl)cc1Cl)Nc1ccncc1	11	-1	-18	-0.4	-3	-7	-4.0	37	-4
CC(C)Cn1c(N)c(S(=O)(=O)c2cccs2)c2nc3ccccc3nc21	.	7	-13	-2.7	0	-25	-0.5	-5	3
C/C(=N\Nc1cccc(Cl)c1)C1(C)N(O)C(C)(C)C(c2ccco2)=[N+]1[O-] (configuration not stated)	0	8	9	-1.4	-1	-35	-0.7	-18	-9
COc1ccc(S(=O)(=O)N2CCN(c3ccccc3)CC2)cc1C(=O)N1CCCC1	4	-1	14	-1.4	0	10	0.2	9	-19
Cc1ccc(C)c(C(C)NC(=O)C2C3CCC(O3)C2C(=O)O)c1 (configuration not stated)	2	3	-5	-0.3	.	18	-1.4	-4	-6
COc1ccc(-c2noc(CCCC(=O)NCCc3ccccc3)n2)cc1OC	-2	-5	-11	-2.7	0	34	-2.7	-10	-6
CCOP(=O)(/C(C#N)=C(\C)O)c1ccccc1 (configuration not stated)	0	-4	6	-2.2	-6	24	0.7	9	4
C=C(C)Cn1c(CCNC(=O)CC)nc2ccccc21	4	-2	-5	-1.0	0	-20	-1.5	9	4
COC(=O)C1=C(Nc2ccccc2NC(=O)c2ccccc2C(=O)O)CSC1	-1	6	-3	4.4	-2	-11	0.2	.	-11
Cc1ccc(NC(=O)Nc2cccn(Cc3c(F)cccc3Cl)c2=O)cc1	3	-9	-5	-2.2	-2	24	-0.6	7	-15
CCN(CC)C(=O)Cn1nnc(-c2ccc(S(C)(=O)=O)cc2)n1	0	2	11	-3.4	4	-1	-2.5	1	-6
COc1ccc(N(CC(=O)NC2CCCC2)S(=O)(=O)c2c(C)[nH]c(=O)[nH]c2=O)cc1	-1	-8	-1	-2.7	4	30	1.3	28	-10
O=C(CC1C(=O)NCCN1C(=O)Nc1ccccc1)Nc1cc(Cl)cc(Cl)c1 (configuration not stated)	-6	-11	7	-0.4	0	31	-0.1	16	-2
CCc1sc(C(=O)NCCCn2ccnc2)cc1Br	8	3	11	-2.9	3	-11	0.0	24	19
CC(=O)Nc1ccc(N=Nc2ccccc2)cc1	4	1	-12	-2.1	4	1	-1.2	18	15
O=c1[nH]c2cccc(F)c2n2cccc12	0	-2	0	-3.8	1	28	3.5	6	-16
COCCSc1ccccc1C(=O)NCc1ccc2c(c1)OCO2	2	6	-3	-1.6	-3	4	-4.2	9	-14
COc1cccc(CNC(=O)COC(=O)CN(C)S(=O)(=O)c2ccc(NC(C)=O)cc2)c1	-3	-4	0	-0.8	1	27	-0.7	12	-9
CC1=C(C)/C(=N\OC(=O)/C=C/c2ccccc2)C=CC1=O	-1	-1	0	-2.7	0	14	-3.4	11	-1
COCCN(C(=S)Nc1ccc(OC)cc1)C(C)c1cccs1 (configuration not stated)	0	-1	-5	-2.3	-6	14	-2.8	22	-6
Cc1sc(NC(=O)CSc2nnc(COc3ccccc3)n2C)c(C#N)c1C	0	-11	-10	-8.9	-2	14	-3.2	6	-11
O=C(NCC1CCCO1)C(c1cccnc1)N(C(=O)Cc1cccs1)c1cccnc1 (configuration not stated)	-1	-9	-11	-2.8	0	8	-2.9	4	1
O=C(Nc1ccc(N2C(=O)CCC2=O)cc1Cl)c1cccs1	4	0	-9	-3.8	1	13	-5.0	4	-5
COC(=O)c1ccc(NC(=O)c2ccccc2N(C)S(=O)(=O)c2ccccc2)cc1	2	-17	5	-1.6	2	5	-0.3	53	-9
O=C(c1ccc(COc2ccc(Br)cc2)o1)N1N=C(C(F)F)CC1(O)C(F)F (configuration not stated)	4	0	-4	-2.5	2	0	-4.3	7	-19
COc1cc(-c2nc3cnccn3c2Nc2ccccc2)ccc1O	3	-9	3	-3.6	0	2	-2.6	9	-11
CCOC(=O)c1cnc2ccccc2c1NCCc1ccc(OC)c(OC)c1	3	-5	5	-3.4	-1	-21	1.7	16	-4
NC(=O)c1ccc(N2CCCCC2)c(N2C(=O)CCC2=O)c1	0	1	5	-3.0	-2	1	-2.1	11	-10
CCOc1cccc(CN(C)CC2CCCN(CCc3ccc(Cl)cc3)C2)c1O (configuration not stated)	0	6	-6	1.3	4	26	-0.4	18	1
Cc1ccc(CC(=O)N2CCN(c3cccc(C(F)(F)F)c3)CC2)cc1	2	1	2	-2.9	-4	22	-0.5	12	5
COc1ccc2oc(C(F)(F)C(F)F)cc(=O)c2c1	0	0	-9	0.6	-5	8	-0.5	13	-3
Cc1ccc(NC(=O)C2(NC(=O)c3ccccn3)CCCCC2)cc1Br	2	-5	-3	-4.1	6	0	-3.1	4	-2
Cc1cc(NC(=O)COC(=O)C2CCN(S(=O)(=O)c3cccc(Cl)c3Cl)CC2)no1	-3	-9	-17	-3.9	1	-6	-5.1	-5	12
COc1ccc(N=C2NC(=O)/C(=C/c3ccco3)S2)cc1	1	5	-5	-2.8	1	9	-1.6	.	-6
CCOc1ccc(NCC(=O)Nc2ccc(C)cc2C)cc1	5	2	6	-3.6	8	-13	-1.8	-13	-10
Cc1nn(CC(=O)N2CCN(C34CC5CC(CC(C5)C3)C4)CC2)c(C)c1[N+](=O)[O-]	1	11	1	-2.4	4	8	-1.3	-8	-4
Cc1nnc(NC(=O)C2CCCC2)s1	-1	-2	-10	0.2	1	9	-2.5	14	-14
CCN(CC(=O)NC(C)C)C(=O)CCNC(=O)c1ccc(Cl)cc1	1	10	-5	-1.7	7	13	-2.1	-34	-6
CCOC(=O)Cc1csc(N/C(=N/S(=O)(=O)c2ccc(F)cc2F)c2ccccc2)n1	0	-4	0	-3.2	9	-7	-3.2	30	-4
FCCCOc1ccc(-c2nccc(-c3ccc(Cl)cc3)n2)cc1	-5	1	-16	-2.8	3	-6	-0.6	32	-20
O=C(Nc1ccccc1O)c1ccc(Cl)cc1	-2	0	-3	-3.7	1	-10	-0.9	7	0
Cc1nc2sc(C(c3cccs3)N3CCN(c4cccc(Cl)c4)CC3)c(O)n2n1 (configuration not stated)	-4	1	-10	-4.5	-1	-7	-1.4	12	-2
CCOC(=O)CSc1nc(C)cc(C)c1C#N	-2	2	8	-2.3	2	52	-1.6	14	-9
Next section
SMILES	IDE cell inh	M18AAP inhibitor	pCIP destab	IMP-1 inh	IDE cell activ	PHOSPHO1 block	VIM-2 inh	NALP1 yeast inh	GPR7 antagonist
O=C(NNC(=O)C1CC1)c1cc(Cl)nc2ccccc12	-4	-1	4	-2.7	-1	-22	-2.0	15	-17
Cc1nn(CC(=O)NC2CCCCC2)c(=O)c2cccn12	-3	-6	-5	0.5	10	18	-3.1	2	-10
COc1ccc(S(=O)(=O)N(CCCN2CCCC2=O)Cc2cc3c(C)ccc(C)c3[nH]c2=O)cc1	4	0	7	-1.8	-2	-26	-8.3	41	-19
CCOC(=O)Cc1csc(NC(=O)Nc2ccccc2)n1	4	0	5	-6.8	-2	0	-2.9	10	-7
Cc1ccc(-c2csc(N3CCN(c4cc5c(cc4Cl)nc(-c4ccncc4)n5CCOCCO)CC3)n2)cc1	-2	5	-5	-3.6	1	25	-5.2	17	-2
O=C(/C=C/c1ccccc1)NC(=S)Nc1ccc(N2CCOCC2)cc1	-2	3	-6	-0.1	-3	40	-4.9	9	7
CCC(=O)N1CCCC(C(=O)c2ccc(-c3ccccc3)cc2)C1 (configuration not stated)	6	-2	-7	-1.0	-4	-10	-1.1	4	-18
Cc1nc(C(=O)O)nn1-c1cc(Cl)ccc1Cl	-1	2	-2	-3.0	-4	-27	-0.9	-14	-16
O=C(c1ccc(Cl)cc1Cl)N1CCC(C(=O)N2CCOCC2)CC1	3	-1	-8	-2.4	3	10	-3.2	19	-9
O=[N+]([O-])c1ccc(Cc2ccncc2)cc1	-2	-1	-6	-4.7	5	15	-4.7	-5	-3
Cc1ccc(NC(=O)Nc2ccc3c(c2)nc(C)n3C)cc1	0	-4	-7	-0.1	1	23	-0.7	-18	6
